MITF TRPM1 HTS = MITF TRPM1 promoter activation in melanoma cells. SK-MEL-5 TRPM1-promoter luciferase, 24 h; % of positive control, neutral wells = 0. activation, % at 12.5 µM. 0.75% of 300,000 active;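 active = mean activation of at least 80% with every replicate also reaching 80%; inconclusive = mean reaches 80% but some replicate falls short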;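 also: 0% = neutral control wells and 100% = parthenolide positive control wells; values of inactives mirror those of a sister screen read the other way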
Rtt109 HAT inh = inhibitors of Candida albicans Rtt109/Vps75 histone acetyltransferase; Q5AAJ8; purified Rtt109/Vps75, ThioGlo CoA-SH fluorescence, 4 h; inhibition, % at 34.9 µM; 0.16% of 330,000 active; AID 540336;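 active = inhibition of at least 50% in every replicate; inconclusive = best replicate reaches 50% inhibition but some replicates fall short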
Target sequence (Q5AAJ8 whole entry, looked up): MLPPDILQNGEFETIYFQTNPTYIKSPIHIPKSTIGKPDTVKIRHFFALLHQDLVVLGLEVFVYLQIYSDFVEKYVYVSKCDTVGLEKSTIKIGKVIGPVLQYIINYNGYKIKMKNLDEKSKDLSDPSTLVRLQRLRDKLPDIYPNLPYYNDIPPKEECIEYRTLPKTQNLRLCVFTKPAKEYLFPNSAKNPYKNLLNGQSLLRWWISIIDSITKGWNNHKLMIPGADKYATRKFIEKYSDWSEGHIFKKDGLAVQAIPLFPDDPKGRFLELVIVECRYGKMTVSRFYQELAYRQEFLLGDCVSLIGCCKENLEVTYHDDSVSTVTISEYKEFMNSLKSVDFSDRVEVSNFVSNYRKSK
CAL PDZ FP-1 = CAL PDZ (human) peptide binding inhibition; 0.92% of 300,000 active; inhibition, % at 24.9 µM; AID 602252; purified CAL PDZ, TMR-peptide fluorescence polarization, 1 h; Q9HD26;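 active = mean inhibition of at least 30% with at least half of replicates also reaching 30%; inconclusive = no clear call, values can overlap the other calls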;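 also: 0% = DMSO neutral control and 100% = excess unlabeled competitor peptide PRC23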
SR-BI DiI inh = mouse SR-BI HDL lipid transfer inhibition | ldlA[mSR-BI] CHO cells, DiI-HDL uptake fluorescence, 3 h | Q61009 | inhibition, % at 12.5 µM | 0.96% of 320,000 active;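 active = mean replicate inhibition of at least 70% and a set share of replicates each scoring 70 or more; inconclusive = meets just one of the two criteria; inactive = fails both criteria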;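 also: 0% = median of neutral control wells and 100% = median of positive control wells; values of inactives mirror those of a sister screen read the other way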
Target sequence (Q61009 whole entry, looked up): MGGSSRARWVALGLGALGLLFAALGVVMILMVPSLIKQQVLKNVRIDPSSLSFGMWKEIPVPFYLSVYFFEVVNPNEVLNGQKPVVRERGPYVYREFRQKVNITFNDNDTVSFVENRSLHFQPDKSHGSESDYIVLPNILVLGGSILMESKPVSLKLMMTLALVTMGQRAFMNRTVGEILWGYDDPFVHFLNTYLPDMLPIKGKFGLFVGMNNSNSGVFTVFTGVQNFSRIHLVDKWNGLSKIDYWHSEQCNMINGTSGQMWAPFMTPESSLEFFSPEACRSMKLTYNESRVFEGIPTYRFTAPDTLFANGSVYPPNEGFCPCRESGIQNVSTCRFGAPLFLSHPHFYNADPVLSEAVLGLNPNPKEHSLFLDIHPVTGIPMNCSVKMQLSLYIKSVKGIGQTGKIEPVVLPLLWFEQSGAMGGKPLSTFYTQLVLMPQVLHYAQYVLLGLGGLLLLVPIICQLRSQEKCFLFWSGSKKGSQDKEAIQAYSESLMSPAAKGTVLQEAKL
CAL PDZ FP-2 = human CAL PDZ-peptide interaction inhibition; Q9HD26; purified CAL PDZ, TMR-peptide fluorescence polarization, 1 h; inhibition, % at 20 µM; 0.02% of 330,000 active; AID 504414;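 active = highest replicate inhibition of at least 40%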;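 also: plate controls were DMSO neutral control wells for no effect and unlabeled competitor peptide control wells for full effect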
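material = purified tagged CAL PDZ domain construct (CerCALP) | compound dosing = 20 µM, one dose | times = 1 h at RT | measured by = fluorescence polarization from S- and P-plane intensities, G-factor corrected | read-out = inhibition from polarization loss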
PfHsp90 set2 = inhibits growth of yeast expressing Plasmodium falciparum Hsp90 | S. cerevisiae expressing PfHsp90, BacTiter-Glo ATP, 48 h; yeast lacking PDR1 and PDR3 efflux regulators | inhibition, % at 9.4 µM | 0.32% of 310,000 active | AID 504621;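 active = every replicate shows inhibition above about 80%, whatever the replicate mean, limit read from the data; inconclusive = mean inhibition reaches the set limit but some replicate falls short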;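 also: 0% = DMSO neutral controls and 100% = 20 µM radicicol positive controls; yeast relying on Plasmodium falciparum Hsp90 in place of its own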
PvdQ acylase = blocks Pseudomonas aeruginosa PvdQ acylase activity. purified PvdQ acylase, fluorescence plate reader. inhibition, % at 10 µM. 0.063% of 340,000 active. AID 488965; in the data active = inhibition above about 30%, passing the limit was not always enough; inconclusive = no clear call, values can overlap the other calls;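 also: 0% = vehicle neutral wells and 100% = reference inhibitor wells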
dFosB act = mouse delta FosB homodimer activation. P13346. purified delta FosB, TAMRA-CDK5 oligo fluorescence polarization; percent of positive-control signal above neutral wells. activation, % at 25 µM. 0.99% of 340,000 active. AID 493131;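 active = mean activation above about 17%, with every replicate also reaching it, limit read from the data, passing the limit was not always enough; inconclusive = only one of the two conditions met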;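 also: fluorescence polarization rise as delta FosB binds a TAMRA Cdk5 AP-1 oligo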
NSD2 HMT inh = NSD2 (human) methyltransferase inhibition. inhibition, % at 12.5 µM. NSD2 peptide methylation, AlphaScreen, 120 min. 0.54% of 310,000 active; in the data active = inhibition above about 50%
SR-BI uptake up = SR-BI HDL lipid transfer activation. CHO ldlA[mSR-BI] cells, DiI-HDL uptake fluorescence, 3 h; 100 = double the neutral-control signal. activation, % at 12.5 µM. 0.096% of 320,000 active. AID 504775;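 active = mean replicate activation of at least 60% and every replicate at or above 60%; inconclusive = mean or all-replicate condition met, but not both; inactive = mean below 60% and not all replicates reaching 60%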;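 also: 0% = median plate neutral-control signal and 100% = twice that signal; values of inactives mirror those of a sister screen read the other way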
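system = CHO ldlA[mSR-BI] cells, LDL receptor-null, SR-BI overexpressing | medium = Ham's F12 with 0.5% BSA, HEPES 25 mM, pH 7.4 | probe or stimulus = DiI-HDL 10 µg/mL | compound dosing = single-point compound dose | incubation = compound exposure 3 h, 37 °C | technique = DiI fluorescence, bottom read | read-out = cell-associated DiI fluorescence as measure of HDL uptake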
Numbers without * were called inactive; ? = inconclusive; . = not tested or not shown; & = joins results of further samples. Not a hit list; overall some 4.3% were active at least once.

SMILES	MITF TRPM1 HTS	Rtt109 HAT inh	CAL PDZ FP-1	SR-BI DiI inh	CAL PDZ FP-2	PfHsp90 set2	PvdQ acylase	dFosB act	NSD2 HMT inh	SR-BI uptake up
O=C(CCS(=O)(=O)c1ccccc1)Nc1cccc(-c2nc3ccccc3s2)c1	-27.6	3.7	-3.8	24.8	-4.3	6.3	-8.7	-12.9	-1.2	-24.8
CC12CCC(C(=O)NC3CCCC3)(CC1=O)C2(C)C (stereo unspecified)	0.2	.	-0.5	-19.2	-2.3	-1.2	-10.5	-6.0	.	19.2
Cc1csc(SCC(=O)NC(=O)NCc2ccccc2)n1	0.5	-0.2	-5.3	-12.9	-1.0	72.6	-7.7	-1.8	2.0	12.9
CCOc1ccc(S(=O)(=O)N2CCN(C(=S)NC3CC3)CC2)cc1	-3.7	-1.6	-0.2	-16.3	-0.5	5.4	-12.8	-8.0	0.4	16.3
CC1CC(OCC(O)C[N+]2(C)CCOCC2)CC(C)(C)C1 (stereo unspecified)	-1.3	-5.1	1.3	-10.3	-0.7	-25.9	-11.6	-1.4	6.0	10.3
COc1ccc(CNC(=O)C2CCCN(S(=O)(=O)c3ccc(Br)s3)C2)cc1 (stereo unspecified)	-4.2	-0.2	-6.7	-0.1	-1.5	-4.9	-0.1	-11.8	7.0	0.1
O=C(NC1CCCCCCC1)C1=COCCO1	2.8	4.8	-1.7	-2.9	-0.2	-11.9	-10.7	0.7	-3.4	2.9
Cc1nc(C)c(C(=O)C2=C(O)C(=O)N(CCN(C)C)C2c2ccccc2)s1 (stereo unspecified)	.	8.0	-6.9	0.3	-0.3	10.8	4.2	1.7	1.8	-0.3
COc1ccc(N2CCN(CCNC(=O)CCN3C(=O)COc4ccccc43)CC2)cc1	-1.5	10.5	0.9	9.2	0.1	-8.8	-13.2	0.0	.	-9.2
CCc1cccc(CC)c1NC(=O)COC(=O)C1(C)CC1(Cl)Cl (stereo unspecified)	-6.1	31.5	-5.7	-11.9	-0.3	4.9	3.0	1.5	-1.2	11.9
CCOc1ncccc1C(=O)OCC(=O)Nc1nnc(-c2ccccc2)o1	-4.0	-9.3	.	-8.2	0.0	-1.0	-13.1	-14.9	9.1	8.2
Cc1cccc2c1nc(-c1ccccc1)n1nnnc21	1.2	-6.7	-2.2	7.4	.	.	-2.8	-12.0	8.0	-7.4
O=C(CCCCCN1C(=O)CCC1=O)NCc1ccccc1	15.6	-4.4	-4.0	-25.1	-0.9	-9.6	-4.1	0.0	-1.5	25.1
C=COc1ccc(N2C(=O)c3ccccc3OC2C)cc1 (stereo unspecified)	.	1.5	-1.0	12.6	0.1	1.2	-2.3	-7.3	2.7	-12.6
CCN(CC)C(=S)NC(=O)c1cc(OC)c(OC)c(OC)c1	-9.0	10.7	0.8	-1.7	-0.9	8.1	-0.3	1.0	1.6	1.7
Cc1sc(N2CCN(S(=O)(=O)c3ccc4c(c3)NC(=O)CO4)CC2)nc1-c1ccccc1	6.4	3.3	3.7	9.4	-0.1	-158.2	-10.7	-13.5	2.4	-9.4
COc1ccc(C(=O)OCC(=O)c2ccc(S(=O)(=O)N3CCCCC3)cc2)c(OC)c1	-6.0	.	-5.4	5.1	-2.0	.	4.5	-10.0	31.8	-5.1
CCN(CC)C(=O)Oc1ccc(Cl)c2ccccc12	-5.9	-11.1	-0.5	6.8	-1.9	-15.6	-6.4	-0.6	-2.1	-6.8
COC(=O)Nc1ccc(S(=O)(=O)N(C)CC(F)(F)C(F)F)cc1	14.4	11.9	-0.5	21.2	-0.4	8.4	3.4	-6.7	-2.0	-21.2
COc1ccc(C(c2nnnn2Cc2ccc(F)cc2)N2CCN(c3ccccc3)CC2)cc1 (stereo unspecified)	-11.6	-5.2	.	19.6	0.1	-10.8	-18.2	-9.8	-1.4	-19.6
COC(=O)C1=C(C)NC(C)=C([N+](=O)[O-])C1c1ccccc1C(F)(F)F (stereo unspecified)	-3.6&-0.4	14.1&4.6	-2.7&-4.0	-13.3&13.5	-1.2&-1.3	-14.7&9.0	5.2&4.0	-0.9&2.6	.	13.3&0.5
CC(=O)N(c1ccc2oc(=O)sc2c1)S(=O)(=O)c1cccc2cccnc12	.	135.1*	-5.3	.	-0.2	-20.9	-7.7	2.4	.	.
CCCCN(CCCC)CCC(O)c1cc2c(Cl)cc(Cl)cc2c2cc(C(F)(F)F)ccc12 (stereo unspecified)	-3.0	-3.9	-2.9	55.2	-1.7	110.1*	3.7	?	.	-55.2
Cc1ccccc1C(=O)c1cccn1CC(=O)N1CCCCCC1	2.4	0.8	-1.1	1.8	-0.8	-9.9	-10.7	-4.7	1.2	-1.8
COc1cc2cc(CN(CCCO)S(=O)(=O)c3ccccc3)c(=O)[nH]c2cc1OC	2.4	2.8	-1.1	-2.3	-0.9	5.2	-11.3	0.4	.	2.3

(cont.)
SMILES	MITF TRPM1 HTS	Rtt109 HAT inh	CAL PDZ FP-1	SR-BI DiI inh	CAL PDZ FP-2	PfHsp90 set2	PvdQ acylase	dFosB act	NSD2 HMT inh	SR-BI uptake up
CCN(CC(=O)N(CC(C)C)c1c(N)n(CC(C)C)c(=O)[nH]c1=O)Cc1nc2ccccc2c(=O)[nH]1	4.7	-2.7	8.3	.	-1.9	17.4	-4.2	-11.2	2.3	.
CC(C)N=C(NC#N)SCc1ccccc1F	5.4	-2.9	.	-12.8	-1.6	0.8	?	-1.9	7.7	12.8
CCN(CC(=O)Nc1c(F)cccc1F)C(=O)c1ccc(C)c(S(=O)(=O)N2CCCCC2)c1	4.0	5.9	-1.6	9.1	-2.2	9.8	-4.8	-9.3	.	-9.1
O=[N+]([O-])c1ccc(NC2CCCC2)cc1	13.6	-2.7	1.2	6.3	-2.3	0.1	29.0	-1.8	3.8	-6.3
Cc1ccc(OCC(=O)NC(=S)Nc2cccc(NC(=O)c3ccccc3)c2)cc1	-11.3	16.3	-0.1	28.9	-2.6	-4.2	2.3	3.8	-1.3	-28.9
Cn1cc(C2N3CC4(C)CN2CC(C)(C3)C4=O)c2ccccc21 (stereo unspecified)	-6.3	-4.2	4.3	-1.8	0.1	-16.0	-9.4	0.2	2.1	12.3
COc1ccc(Nc2nc(N)nc(C(F)(F)F)n2)c(OC)c1	23.7	0.6	-4.9	6.5	0.7	-2.0	-7.1	-2.9	8.4	-6.5
O=C(NCCc1nnc2ccccn12)c1cccs1	28.9	6.2	3.9	-11.3	-1.0	11.0	4.0	4.9	-8.5	.
O=C(O)CN(c1ccccn1)S(=O)(=O)c1ccccc1	5.9	-0.6	3.6	-9.1	-3.6	-2.7	-5.9	-9.0	.	9.1
NC(=O)C(c1ccc(Cl)cc1)c1ccc(Sc2ccccc2)nn1 (stereo unspecified)	13.0	1.7	-1.7	-15.2	-0.8	2.7	21.6	1.4	5.8	15.2
c1ccc(Cc2nc3ccccc3n2Cc2ccccc2)cc1	.	3.2	2.2	-24.6	0.1	-9.9	-20.3	-5.3	-1.2	24.6
O=C(/C=C/c1ccc(OC(F)F)cc1)OCC(=O)N1CCC(c2ccccc2)=N1	3.7	0.9	0.8	-2.7	-0.4	-2.6	-16.7	-17.7	-1.3	2.7
Cn1c(=O)cc(OCCCC(=O)NCc2ccc3c(c2)OCO3)c2ccccc21	.	6.6	.	2.4	-1.0	2.9	9.5	2.2	.	-2.4
CCOc1cc(NC(=O)C2CC2)c(OCC)cc1NC(=O)c1cccc(F)c1	-6.6	-20.8	-6.3	13.2	-2.1	-15.5	-0.6	-11.0	0.5	-13.2
COc1ccnc(Oc2cccc(C(F)(F)F)c2)c1C(=O)N/C=N/OCc1ccccc1F	6.1	-1.5	-3.0	40.6	-2.0	10.7	-15.6	-6.6	0.0	-40.6
OCCN1CCN(Cc2cccc(Oc3ccc(Cl)cc3)c2)CC1	11.1	-6.4	2.1	-26.9	-0.8	30.4	-10.4	-4.6	1.1	26.9
CCn1c(SCC(=O)Nc2cccc(C(C)=O)c2)nnc1C(C)C	6.7	2.9	0.3	17.6	0.4	-7.7	-5.9	5.3	-1.3	-17.6
Cc1ccc(C)c(Cn2c(=O)n(CCCC(=O)NCc3ccco3)c(=O)c3ccccc32)c1	-17.6	6.7	-1.8	37.8	0.2	6.7	-13.7	-13.6	0.2	-37.8
COc1ccc(CCN2C(=O)C3CC=C(C)CC3C2=O)cc1OC (stereo unspecified)	-2.2	0.5	-9.8	-1.6	.	13.4	-5.7	-0.8	-2.0	1.6
O=C(Nc1cccc(F)c1)C1CCN(c2nnnn2-c2ccccc2)CC1	1.7	1.1	-7.7	3.7	0.6	1.9	6.0	-8.2	-1.5	-3.7
Cc1ccccc1NS(=O)(=O)c1cccc(-c2nnc(-c3ccccc3)o2)c1	.	10.2	-0.5	-14.6	-1.1	-10.3	2.1	-4.8	0.8	14.6
Cn1c(C(=O)N2CCCCCC2)cc2c(=O)n(C)c3ccccc3c21	11.6	-0.1	-3.7	1.2	0.3	-5.7	-14.2	-1.8	.	-1.2
CCc1cc(C(=O)OC)c(NC(=O)C2CC(=O)NN2Cc2ccccc2)s1 (stereo unspecified)	-11.2	5.7	-1.8	3.3	-0.6	-2.6	-10.1	-13.9	.	-3.3
Cc1ccc(Cl)cc1NC(=O)C1CC(=O)N(C(C)C)C1 (stereo unspecified)	-2.9	-7.0	-3.8	-0.2	0.5	-7.6	-1.5	4.8	-7.6	0.2
COc1ccc(C#Cc2c(-c3ccsc3)oc3ccc(N4CCOCC4)cc23)cc1	32.4	-6.6	-1.5	37.4	-0.5	-3.2	-32.5	-12.8	.	-37.4
CCN1CCN(CC(=O)n2c3c(c4ccccc42)CC(C)CC3)CC1 (stereo unspecified)	14.3	16.4	-4.5	34.4	-0.4	-20.4	-7.6	11.8	16.0	-34.4
CCn1cc(C(=O)N2CCCC(CO)(Cc3ccccc3C)C2)cn1 (stereo unspecified)	4.3	8.1	3.9	2.1	-0.9	-17.4	-10.4	-1.1	-2.6	-2.1
COc1ccccc1CNc1ncnc2cc(Cl)ccc12	-20.8	-15.8	-3.8	20.1	19.4	7.9	-15.1	6.3	-1.0	-20.1

Some of the entries so far, with values under each structure.
Second line of a record: MITF TRPM1 HTS	Rtt109 HAT inh	CAL PDZ FP-1	SR-BI DiI inh	CAL PDZ FP-2	PfHsp90 set2	PvdQ acylase	dFosB act	NSD2 HMT inh	SR-BI uptake up
CCN1CCN(CC(=O)n2c3c(c4ccccc42)CC(C)CC3)CC1 (stereo unspecified)
 : 14.3	16.4	-4.5	34.4	-0.4	-20.4	-7.6	11.8	16.0	-34.4
CCc1cc(C(=O)OC)c(NC(=O)C2CC(=O)NN2Cc2ccccc2)s1 (stereo unspecified)
 : -11.2	5.7	-1.8	3.3	-0.6	-2.6	-10.1	-13.9	.	-3.3

Screening results deposited in PubChem by Broad Institute.
